HIF activator: HIF pathway transcriptional activation; U2OS HRE-luciferase reporter, luminescence; normalized: DMSO 0%, desferrioxamine 100%; activation, % at 7.5 µM (by protocol); actives 0.32% (n = 300,000);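 active means mean activation of at least 10% of the iron chelator positive control signal, with at least half of replicates also reaching 10%; inconclusive means mean and replicate majority disagree about reaching 10%; inactive means mean and most replicates under 10%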
AI-2 QS mod: modulates the Vibrio harveyi AI-2 quorum sensing system. AID 2094. Vibrio harveyi JMH597 AI-2 luminescence/OD600 ratio, 9 h; hits give low values; strain lacks LuxN and CqsS sensors; 0 = neutral-control median. actives 0.4% (n = 300,000). activity change, % at 7.5 µM; in the data active means activity change below about -75%, passing the limit was not always enough; inconclusive means no clear call, values can overlap the other calls;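 further: luminescence divided by OD600 gain over 9 h not by final OD600 alone; inactives centre near 13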
KLF5 inhibitor: inhibitors of KLF5 expression. DLD-1 KLF5 promoter-luciferase reporter, luminescence. AID 1700. actives 0.23% (n = 290,000). inhibition, % at 5 µM;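 active means inhibition above a per-plate limit of that plate's mean compound inhibition plus 3 SD, cut at about 60% in these data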;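 further: 0% = DMSO wells and 100% = LY294002 at 200 µM; higher means less KLF5 promoter-driven luciferase light; inactives centre near -14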
HSF1 activator: increases HSF-1 driven luciferase reporter signal; NIH3T3-HGL HSF-1 luciferase reporter, MG132, 8 h; 100% = twice DMSO control signal; activation, % at 9 µM; actives 1.7% (n = 300,000);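 active means mean replicate activation of at least 50% with a set share of replicates each reaching 50%; inconclusive means only one of those two conditions met; inactive means mean below 50% and too few replicates reaching it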;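 further: 0% = median of the neutral control wells and 100% = twice that signal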
Platelet DG rel: platelet dense granule release activity | human platelet-rich plasma, SFLLRN dense granule ATP release, luminescence | actives 0.22% (n = 300,000) | AID 1663 | inhibition, %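 (compounds screened at 7.5 µM in platelet-rich plasma)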;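 active means mean replicate score, as percent of positive control, at or above 50; inconclusive means mean below 50 but at least one replicate at or above 50; inactive means mean and every replicate below 50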
HSF1 inhib: HSF1 inhibition; actives 0.77% (n = 300,000); activity change, negative = inhibition, % at 7.5 µM (by protocol); NIH3T3-HGL HSE-luciferase, MG132-induced, luminescence 8 h; hits give low values;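 active means more than half of replicate wells show activity change below -50%, luminescence cut by over half; inconclusive means some wells, but at most half, below -50%; inactive means no replicate well below -50%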;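 further: luciferase reports HSF-1 transcriptional activity via heat shock element; 0% = median of DMSO wells and -100% = zero luminescence signal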
aSyn UTR inh: MLPCN primary screen, SNCA 5' untranslated region. alpha-synuclein 5'UTR reporter, inhibitor activity. inhibition, % (tested at 7.5 µM). actives 0.82% (n = 300,000). AID 1813; in the data active means inhibition above about 60%; inconclusive means no clear call, values can overlap the other calls;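 further: H4 neuroglioblastoma cells stably carrying SNCA 5'UTR luciferase fusion; 0% = DMSO wells and 100% = positive control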
HSP90 inh: blocks HSP90-mediated luciferase refolding in reticulocyte lysate; Rabbit reticulocyte lysate, luciferase refolding luminescence, 3 h; inhibition, % at 5.6 µM; actives 0.91% (n = 290,000);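 active means inhibition above the screen-wide mean plus 3 SD, computed separately per campaign, cut at about 16% in these data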;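 further: 0% = DMSO wells and 100% = 60 µM geldanamycin wells; inhibitors lower the luminescence because luciferase stays unfolded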
IEC-6 cytotox: counter-screen for KLF5 inhibitors: cytotoxicity in IEC-6 cells; actives 0.78% (n = 290,000); inhibition, % at 5 µM; IEC-6 cytotoxicity, luminescence viability; in the data active means inhibition above about 22%;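 further: 0% = plate median of test compound wells and 100% = cytotoxic reference compound wells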
HDAC3 inhib: human HDAC3 inhibition; O15379; recombinant HDAC3, fluorogenic peptide/trypsin coupled, fluorescence; inhibition, % at 8.3 µM; actives 0.15% (n = 320,000); AID 2718; in the data active means inhibition above about 26%, passing the limit was not always enough; inconclusive means no clear call, values can overlap the other calls
Target sequence (O15379 whole entry, looked up): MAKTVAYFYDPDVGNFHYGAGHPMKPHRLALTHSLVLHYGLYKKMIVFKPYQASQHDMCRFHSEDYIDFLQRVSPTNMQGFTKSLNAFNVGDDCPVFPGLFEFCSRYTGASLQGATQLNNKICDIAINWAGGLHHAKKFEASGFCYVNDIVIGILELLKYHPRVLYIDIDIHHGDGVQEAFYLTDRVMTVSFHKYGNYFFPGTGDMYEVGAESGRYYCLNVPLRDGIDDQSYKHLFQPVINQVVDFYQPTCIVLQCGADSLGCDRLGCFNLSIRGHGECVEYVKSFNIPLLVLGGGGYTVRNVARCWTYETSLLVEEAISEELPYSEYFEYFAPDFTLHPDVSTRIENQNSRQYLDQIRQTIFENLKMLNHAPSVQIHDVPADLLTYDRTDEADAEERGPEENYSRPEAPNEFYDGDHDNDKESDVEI
* hit, by the source's call; u = inconclusive; x = no result given. The order is random. About 5% of those tested had a hit in this group.

SMILES	HIF activator	AI-2 QS mod	KLF5 inhibitor	HSF1 activator	Platelet DG rel	HSF1 inhib	aSyn UTR inh	HSP90 inh	IEC-6 cytotox	HDAC3 inhib
CCCc1cc(=O)[nH]c(SCC(=O)c2cc(C)n(C(C)COC)c2C)n1 (stereo not drawn)	-0.2	-5	13	32	-6	9	-4	5	-4	2
CCCCC(=O)N1CCN(c2nc(-c3ccc(F)cc3)cs2)CC1	-0.2	11	-36	8	2	-1	8	4	5	x
O=c1nc2n(c3ccc(Br)cc13)CCS2	0.8	6	-41	-7	0	-2	23	-2	-1	-1
CC1CC(C)CN(C(=O)C2CCN(S(=O)(=O)N3CCC4(CC3)OCCO4)CC2)C1 (stereo not drawn)	-0.7	1	-19	-5	-2	-5	0	3	13	0
O=C(Nc1ccc(-n2ccnc2P(=O)(O)c2ccccc2)cc1)c1ccccc1Cl	0.4	5	-10	-66	9	-55*	2	-1	0	3
CSc1nnc2c(n1)OC=Nc1ccc(Br)cc1-2	-0.8	28	-12	6	0	-9	10	-6	0	5
Cn1c2ccccc2c(=O)c2cc(C#Cc3ccc(N)cc3)ccc21	1.4	16	-37	7	1	0	-89	1	13	-4
O=c1c(Cc2ccc(Cl)cc2Cl)c(O)ccn1Cc1ccncc1	-0.6	12	-1	-2	-1	-6	6	1	8	6
O=C1c2ccccc2C(=O)c2c1cccc2N1CCCC1	3.4	7	-26	-12	7	1	-49	2	1	9
CCOc1ccc(S(=O)(=O)N2CCN(C)CC2)cc1NC(=O)c1ccccc1F	1.5	2	-15	9	-9	2	21	-3	-11	-6
O=C(Nc1ncccn1)c1ccc([N+](=O)[O-])cc1Cl	-1.1	43	-16	1	0	-2	2	1	-4	-3
O=C(NNC(=O)c1cc(O)c(O)c(O)c1)NC1CCCCC1	-0.1	16	-13	-2	-5	-9	-10	-3	0	-12
Cc1nc(N2CCN(C(=O)c3ccco3)CC2)c2c3c(sc2n1)CCC3	-0.5	20	-20	18	2	6	-30	3	-5	-1
CCOC(=O)CCCN1CC(O)=C(c2nc3ccccc3s2)C1=N	0.9	33	-25	35	1	2	-49	3	4	4
Cc1cc(C)c(C(=O)OCCNC(=O)c2cccnc2)cc1C	-0.5	13	-34	8	-4	6	6	0	3	-6
CCN(CC)P(=O)(Nc1ccc([N+](=O)[O-])cc1)c1c(C)nn(CCC#N)c1NC(=O)c1ccc(Cl)cc1Cl (stereo not drawn)	-0.2	13	-25	-2	-2	-2	2	4	5	4
Cc1ccc(C(=O)Nc2cccc3ccccc23)o1	0.1	21	x	17	7	-1	0	x	x	-3
CCOC(=O)[C@@H]1[C@H]2COc3ccccc3[C@H]2N2C(=O)N(c3ccc(C(F)(F)F)cc3)C(=O)[C@]12C	0.5	u	-12	-4	1	0	1	0	-3	3
Cc1ccc(NC(=O)CSc2nc(=O)n(CCN(C)C)c3c2CCCC3)c(C)c1	-0.4	12	x	-11	39	-6	-17	x	x	-3
COC(=O)CCC(=O)OC1(C)C(=O)C2=CN(CCN3CCOCC3)C(c3ccc(OC)cc3)=CC2=C(Br)C1=O (stereo not drawn)	0.0	27	x	-3	7	-5	-4	x	x	1
CC(c1ccccc1C(O)c1ccccc1)N(C)C (stereo not drawn)	0.1	8	-18	1	-2	2	-20	0	-4	0
Cc1cc(=O)[nH]c(SCc2nc3ccccc3n2Cc2ccccc2)n1	-0.2	14	-36	8	-7	2	6	0	2	3
O=C(COc1ncnc2sccc12)Nc1ccc(F)cc1F	-0.1	-17	6	8	-1	-3	14	4	4	-4
CCN1C(=O)S/C(=C\c2ccc(N3CCOCC3)cc2C)C1=O	1.7	-1	-88	65*	-1	45	-148	-3	4	5
O=S(=O)(Nc1ccncc1Cl)c1cc(Cl)ccc1Cl	-0.1	34	9	18	4	2	0	1	0	2

(more compounds)
SMILES	HIF activator	AI-2 QS mod	KLF5 inhibitor	HSF1 activator	Platelet DG rel	HSF1 inhib	aSyn UTR inh	HSP90 inh	IEC-6 cytotox	HDAC3 inhib
CCOC(=O)c1oc2cccc(OCC(O)CNC(C)C)c2c1C (stereo not drawn)	-0.2	11	-33	-2	-4	6	0	0	-3	-78
NS(=O)(=O)c1ccc(CCNC(=O)c2ccccc2-c2ccccc2)cc1	0.8	18	-4	-13	1	-5	2	1	-1	-4
CC(=O)c1cccc(NC(=O)C(CC(C)C)NC(=O)C2CCCCC2)c1 (stereo not drawn)	-0.5	25	-10	-3	15	0	3	-4	3	u
Cc1noc(C)c1C(=O)N1CCC(CO)(Cc2ccccc2)CC1	-0.3	10	-30	-7	3	0	0	-2	0	-1
CCn1c(CSc2nc(C)cc(C)n2)nnc1SCC(=O)Nc1cccc2ccccc12	-0.3	5	-34	2	-4	2	-3	0	-4	0
COc1ccc(S(=O)(=O)N2c3cc(Cl)ccc3Oc3nc4ccccc4nc32)cc1	0.4	8	-7	-31	15	-23	100*	2	5	-4
CC(Oc1cccc(Cl)c1)C(=O)Nc1ccccc1C(=O)N1CCCCC1 (stereo not drawn)	-0.2	15	x	11	6	8	6	x	x	5
CCn1nc(C)c(CNC(=O)Nc2ccc3c(c2)OCO3)c1C	2.5	1	-26	5	-1	21	-70	-2	0	-1
CCCC(=O)Nc1ccc(C(=O)Nc2nnc(COC)s2)cc1	-0.4	26	-9	10	0	-2	-26	3	12	5
Cc1nc2cc(NC(=O)NC3CC3)ccc2n1C	0.2	27	-12	-3	-7	-2	20	-3	4	3
Cc1nnc2ccc(N3CCN(C(=O)c4ccccc4)CC3)nn12	-0.3	11	-5	1	4	-1	-8	1	0	0
Cc1ccc(C(=O)NCCCN2CCOCC2)o1	0.0	2	-39	-6	9	-7	-7	4	-2	-4
CN(c1ccc(C(=O)NCc2cccnc2)cc1)S(C)(=O)=O	x	16	-26	x	x	x	x	2	7	0
O=C(NCCO)C(=O)c1c(-c2ccccc2)cc2ccccn12	-0.4	13	-3	5	2	-10	9	2	2	-5
CCO[C@H]1OC(C(=O)N2CCN(C)CC2)=C[C@@H](C(C)(C)C)[C@@H]1CCCO	-3.4	6	-14	-10	-13	-3	-1	8	2	4
Cc1ccc(NC(=O)NCc2cccn2C)cc1C	0.4	-26	-67	31	x	-2	-124	-4	2	3
CN(C)CCNC(=S)NC1CCCCC1	-1.0	-8	-20	7	-2	9	7	3	-3	-4
N/C(=N\OC(=O)/C=C/c1ccccc1Cl)c1cccnc1	5.2	-31	-62	57*	9	37	-248	-5	3	3
CS(=O)(=O)N1CCC(C(=O)Nc2cccc([N+](=O)[O-])c2)CC1	-0.4	36	-2	1	3	-4	-36	2	10	0
C[C@@]12CCC=C[C@H]1[C@H](c1ccc3ccccc3c1Br)N(Cc1ccccc1)C2=O	-0.5	5	x	13	7	18	5	x	x	2
Nc1n[nH]c(-c2ccc(F)cc2)n1	0.3	1	-22	-24	0	-1	-30	1	3	-4
Cc1nc2ccccc2c2oc(C(=O)NCCN3CCCCC3C)cc12 (stereo not drawn)	0.1	15	-16	-2	7	-2	-47	-1	0	3
Cc1ccc(S(=O)(=O)N2CCNC(=O)CC2)cc1	x	11	-6	x	x	x	x	-4	-4	-5
COC(=O)c1oc2ccc(Br)cc2c1NC(=O)c1ccccc1	-0.1	11	-35	-3	6	-2	-45	-3	-1	-4
Cc1[nH]c2ccccc2c1/C=N/NC(=O)CNC(=O)Cc1ccccc1	-0.1	18	-8	22	-17	-7	19	-2	-5	4

Other records:
SMILES	HIF activator	AI-2 QS mod	KLF5 inhibitor	HSF1 activator	Platelet DG rel	HSF1 inhib	aSyn UTR inh	HSP90 inh	IEC-6 cytotox	HDAC3 inhib
NNC(=O)COc1ccccc1[N+](=O)[O-]	1.4	13	-42	9	4	0	-87	2	-3	0
Cc1cc([N+](=O)[O-])cc([N+](=O)[O-])c1NCC(C)C	-0.8	23	-20	19	-2	10	18	-1	1	4
Cc1ccc(OCC(=O)O/N=C(\N)Cc2cccs2)cc1C	1.1	-30	-37	26	-3	9	-1	-4	-2	1
CN(C)c1cncc(C(=O)O)c1	-0.1	26	-16	0	2	-3	-9	-5	-3	-2
CCOc1ccc(Nc2nc(N)c([N+](=O)[O-])c(N3CCOCC3)n2)cc1	-1.1	15	-29	8	-6	-8	8	4	-5	-4
CNC(=O)CN1C(=O)NC2(CCc3ccccc32)C1=O (stereo not drawn)	-0.4	22	-36	14	0	1	0	-1	-1	1
CN1CCN(C(=O)c2ccc3ccccc3c2)CC1	0.5	15	-20	18	1	1	-24	-2	-3	-3
CC1(c2ccccc2)NC(=O)N(CC(=O)N2CCN(S(=O)(=O)c3cccs3)CC2)C1=O (stereo not drawn)	0.7	33	x	-11	-2	-1	1	x	x	1
CCn1c(=O)n(CC)c2cc(S(=O)(=O)Nc3c(C)cccc3C)ccc21	-0.3	9	-29	3	-18	-1	8	-3	-2	-2
CC(C)(C)C(=O)Nc1ccc(C(=O)Nc2cccc(Oc3ccc(C(=O)O)c(C(=O)O)c3)c2)cc1	-0.8	16	-8	14	0	-6	23	2	2	0
COc1ccc(-c2c(C#N)c(N)nc3c2CCc2ccccc2-3)cc1OC	0.3	10	22	6	-2	10	-40	1	34*	-40

Some of the entries so far, as a markdown table:
| compound | HIF activator | AI-2 QS mod | KLF5 inhibitor | HSF1 activator | Platelet DG rel | HSF1 inhib | aSyn UTR inh | HSP90 inh | IEC-6 cytotox | HDAC3 inhib |
| --- | --- | --- | --- | --- | --- | --- | --- | --- | --- | --- |
| CCn1c(CSc2nc(C)cc(C)n2)nnc1SCC(=O)Nc1cccc2ccccc12 | -0.3 | 5 | -34 | 2 | -4 | 2 | -3 | 0 | -4 | 0 |
| COc1ccc(S(=O)(=O)N2c3cc(Cl)ccc3Oc3nc4ccccc4nc32)cc1 | 0.4 | 8 | -7 | -31 | 15 | -23 | 100* | 2 | 5 | -4 |
| CC(Oc1cccc(Cl)c1)C(=O)Nc1ccccc1C(=O)N1CCCCC1 (stereo not drawn) | -0.2 | 15 | x | 11 | 6 | 8 | 6 | x | x | 5 |
| CCn1nc(C)c(CNC(=O)Nc2ccc3c(c2)OCO3)c1C | 2.5 | 1 | -26 | 5 | -1 | 21 | -70 | -2 | 0 | -1 |
| CCCC(=O)Nc1ccc(C(=O)Nc2nnc(COC)s2)cc1 | -0.4 | 26 | -9 | 10 | 0 | -2 | -26 | 3 | 12 | 5 |
| Cc1nc2cc(NC(=O)NC3CC3)ccc2n1C | 0.2 | 27 | -12 | -3 | -7 | -2 | 20 | -3 | 4 | 3 |
| Cc1nnc2ccc(N3CCN(C(=O)c4ccccc4)CC3)nn12 | -0.3 | 11 | -5 | 1 | 4 | -1 | -8 | 1 | 0 | 0 |
| Cc1ccc(C(=O)NCCCN2CCOCC2)o1 | 0.0 | 2 | -39 | -6 | 9 | -7 | -7 | 4 | -2 | -4 |
| CN(c1ccc(C(=O)NCc2cccnc2)cc1)S(C)(=O)=O | x | 16 | -26 | x | x | x | x | 2 | 7 | 0 |
| O=C(NCCO)C(=O)c1c(-c2ccccc2)cc2ccccn12 | -0.4 | 13 | -3 | 5 | 2 | -10 | 9 | 2 | 2 | -5 |
